# Screening results deposited in PubChem BioAssay by several laboratories.
# MOR-DOR ag = agonists of OPRM1-OPRD1 heterodimerization, primary screen, cell-based, luminescence; cells; 0.3% of 340,000 active; activation, % at 9.3 µM; in the data active = activation above about 18%;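 note: 0% = vehicle-treated cells and 100% = reference agonist; values of inactives mirror those of a sister screen read the other way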
# Target sequence (P35372 whole entry, looked up): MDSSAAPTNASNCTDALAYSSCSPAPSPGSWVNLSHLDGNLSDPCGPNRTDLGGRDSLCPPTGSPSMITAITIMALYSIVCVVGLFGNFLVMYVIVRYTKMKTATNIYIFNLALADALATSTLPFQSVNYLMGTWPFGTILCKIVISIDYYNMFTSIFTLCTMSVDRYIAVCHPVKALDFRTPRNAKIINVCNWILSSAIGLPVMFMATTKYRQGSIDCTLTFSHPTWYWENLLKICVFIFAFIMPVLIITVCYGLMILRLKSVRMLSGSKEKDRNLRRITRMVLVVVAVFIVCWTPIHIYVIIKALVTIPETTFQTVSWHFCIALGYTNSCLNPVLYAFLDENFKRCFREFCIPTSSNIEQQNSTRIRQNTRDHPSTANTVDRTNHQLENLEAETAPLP
# Target sequence (P41143 whole entry, looked up): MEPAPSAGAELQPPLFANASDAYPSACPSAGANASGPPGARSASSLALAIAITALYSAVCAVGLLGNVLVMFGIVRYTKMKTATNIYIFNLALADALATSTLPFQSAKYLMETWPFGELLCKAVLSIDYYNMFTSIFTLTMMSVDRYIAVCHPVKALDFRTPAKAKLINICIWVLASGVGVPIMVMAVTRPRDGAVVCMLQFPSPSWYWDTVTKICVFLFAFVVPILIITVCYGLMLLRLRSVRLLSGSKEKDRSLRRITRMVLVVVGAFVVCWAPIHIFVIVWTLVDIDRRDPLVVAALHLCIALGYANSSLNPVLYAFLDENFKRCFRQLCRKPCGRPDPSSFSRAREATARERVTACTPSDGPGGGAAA
# Arrestin-AP2 inh = inhibitors of beta-arrestin/AP2 binding, primary screen, biochemical, GPCR trafficking, flow cytometry. FITC-arrestin peptide / GST-AP2 beads; AP2 beta2 appendage carries R879A mutation. 0.31% of 340,000 active. inhibition, % at 10 µM. beta-arrestin 1 C-terminal peptide binding to AP2 beta2-adaptin appendage (human);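 active = inhibition above a set limit, near 3 SD of compounds lacking own fluorescence, cut at about 54% in these data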;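 note: plate controls were DMSO wells for no effect and 5 µM unlabelled arrestin peptide for full effect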
#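 Measured by: flow cytometry, FL1 (488/535 nm); Material: AP2 appendage R879A on GSH beads; Evaluation: percent response; Timing: pre-incubation 12 min, peptide binding 1 h, room temperature; Also added: 50 nM FITC-arrestin peptide; Medium: PBS with 0.05% Tween 20 and 0.1% BSA.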
# PKA-R2B activ = activators of PKA-R2B holoenzyme, primary screen, biochemical, fluorescence polarization, Cy5-IP20, human | PKA-R2B holoenzyme dissociation; R2B truncated from residue 108, S112A mutant; 0% DMSO only, 100% 113 µM cGMP | activation, % at 11.4 µM | 0.079% of 340,000 active;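 active = activation above a cutoff set at the mean over all compounds plus 3 SD, cut at about 18% in these data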;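 note: higher means more holoenzyme dissociation and a rise in polarization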
# DAGLB inhibitor = DAGLB lipase inhibitors, primary screen, biochemical, fluorescence, HTS | Diacylglycerol lipase-beta (Homo sapiens), Q8NCG7 | HEK293T DAGLB membrane lysate, EnzChek fluorogenic substrate | inhibition, % at 5.17 µM | 0.059% of 340,000 active; in the data active = inhibition above about 34%;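 note: 0% = enzyme with vehicle and 100% = wells lacking enzyme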
# HTR5A ag = HTR5A agonists in luminescence cell assay, primary screen, counter-screen for OPRM1-OPRD1 heterodimer agonist project, full-deck HTS; 5-hydroxytryptamine receptor 5A (Homo sapiens), P47898; cell-based; activation, % at 9.3 µM; 0.61% of 340,000 active; AID 504692, 2011; in the data active = activation mostly above about 9.5%, no sharp cut-off; inactive = mostly below about 7.6%;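 note: 0% = cells with vehicle only and 100% = reference agonist; strong numbers were not always called active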
# MOR-DOR inv ag = inverse agonists of MOR-DOR heterodimerization, primary screen, cell-based, luminescence. Mu-type opioid receptor (Homo sapiens) + Delta-type opioid receptor (Homo sapiens), …. cell-based MOR-DOR heterodimer luminescence, inverse agonism. inhibition, % at 9.3 µM. 0.21% of 340,000 active; in the data active = inhibition above about 22%, passing the limit was not always enough;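 note: 0% = cells with DMSO and 100% = wells without cells with DMSO; values of inactives mirror those of a sister screen read the other way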
# Pemphigus Ab inh = inhibitors of pemphigus antibody binding to DSG3, primary screen, biochemical, bead-based, flow cytometry, scFv-GFP; AID 588358, 2011; 0.48% of 310,000 active; DSG3-coupled beads, scFv-anti-DSG3-GFP binding; stronger effect = lower value; binding (percent of control), % at 10 µM; Desmoglein-3 (Homo sapiens), P32926;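 active = binding more than 3 SD below its plate's average and above zero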;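 note: hits lower antibody fragment binding to DSG3; some compounds called inactive have numbers as strong as hits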
# V-ATPase pH = regulators of yeast V-ATPase proton pumping, primary screen, pHLuorin cytosolic pH fluorescence; response, % at 10 µM; AID 504577, 2011; 0.37% of 350,000 active; S. cerevisiae; in the data active = response mostly above about 7.3%, no sharp cut-off; inactive = mostly below about 5.4%; note: actives read high; inactives centre near 0; some compounds called inactive have numbers as strong as hits; reference of the scale not given here
# HTR5A inv ctr = HTR5A inverse agonists in luminescence cell assay, primary screen, counter-screen for OPRM1-OPRD1 heterodimer inverse agonist project, full-deck HTS; 5-hydroxytryptamine receptor 5A (Homo sapiens), P47898; inhibition, % at 9.3 µM; 0.083% of 340,000 active; HTR5A cell line, inverse agonism; AID 504634, 2011; in the data active = inhibition mostly above about 23%, no sharp cut-off; inactive = mostly below about 18%;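 note: 0% = cells with DMSO and 100% = no-cell wells with DMSO; some compounds called inactive have numbers as strong as hits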
# PKA-R1A act = activators of PKA-R1A holoenzyme, primary screen, biochemical, fluorescence polarization, Cy5-IP20, bovine R1A, mouse PKAc; cAMP-dependent protein kinase type I-alpha regulatory subunit (Bos taurus) + …; PKA-R1A dissociation; scaled: DMSO 0%, 113 µM cGMP 100%; activation, % at 11.4 µM; 0.083% of 340,000 active; AID 504707, 2011;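 active = percent activation above the mean of all tested compounds plus 3 SD, cut at about 19% in these data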;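 note: higher means more PKAc released from R1A so a rise in polarization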
# Starred values were filed as active, the others as inactive; x = no result given.
SMILES,MOR-DOR ag,Arrestin-AP2 inh,PKA-R2B activ,DAGLB inhibitor,HTR5A ag,MOR-DOR inv ag,Pemphigus Ab inh,V-ATPase pH,HTR5A inv ctr,PKA-R1A act
Cc1ccnc(NC(=O)CCC2COc3ccccc3O2)c1 (configuration not stated),0.1,3,1,-8,7,0,98,-2,-16,-1
Cc1ccc(S(=O)(=O)NCCC(=O)NCCc2ccccc2)cc1,-3.5,4,-5,-2,0,17,100,5,8,-13
CCC(c1nnnn1C(C)(C)CC)N(CCCO)Cc1cc2cccc(C)c2[nH]c1=O (configuration not stated),-1.7,-4,-3,-1,-2,8,85,4,-8,-9
O=C(O)c1ccccc1C(=O)NCCCn1ccnc1,-4.0,-6,-11,-2,-5,20,99,-1,12,1
COc1ccc(Nc2nc(-c3cccs3)nc3ccccc23)cc1S(=O)(=O)N1CCOCC1,2.0,-2,-8,-4,1,-11,96,2,-30,-12
O=C1NC(c2cc3c(cc2Cl)OCO3)Oc2ccccc21 (configuration not stated),-1.6,-13,-1,1,-4,9,101,3,7,-1
Cc1ccc(C(=O)Nc2c(C(=O)N3CCOCC3)cnn2-c2ccccc2)cc1,-3.9,-11,2,1,-3,16,109,3,6,-14
CC1CCN(C(=O)c2cc(-c3ccco3)on2)CC1,-2.0,14,-9,5,1,10,105,x,-2,-18
Cc1nc2n[nH]c(N)c2nc1C,x,x,8,-5,x,x,103,0,x,-10
C/C(=N\Nc1nccnc1Cl)c1ccc(F)cc1,-1.9,4,11,1,-4,10,100,-1,10,-3
CCCOc1ccccc1C(=O)N(Cc1ccc(C)o1)C1CCS(=O)(=O)C1 (configuration not stated),-0.5,-8,-4,-1,-1,3,97,-3,3,-2
Cn1cc(C(=O)C(=O)N2CCc3ccccc32)c2ccccc21,-2.3,-12,-2,-3,2,12,x,1,-6,8
COc1ccc2oc(=O)c(C(=O)NCC3CCCO3)cc2c1 (configuration not stated),-1.9,-2,-7,2,-1,10,99,1,-15,5
COc1ccc(CCNC(=O)c2cc(C3CC3)on2)cc1OC,1.5,6,6,1,-2,-8,97,0,1,6
Cc1nc(NCc2ccc(S(N)(=O)=O)cc2)c2c(C)c(C)sc2n1,0.0,-4,-8,1,-1,0,x,-7,-23,-3
O=C(O)Cc1ccc(NC(=O)c2ccc(Cl)c(Cl)c2)cc1,-4.9,-2,-3,-1,6,23,103,0,13,4
COc1ccc(CCNC(=O)CSc2nc3ccsc3c(=O)n2Cc2ccccn2)cc1OC,x,x,-3,-2,x,x,103,-2,x,-8
COc1ccc(CCNC(=O)CN(c2cccc([N+](=O)[O-])c2)S(C)(=O)=O)cc1,-1.4,-10,2,0,5,8,108,0,-41,12
CCOC(=O)Cc1cc(=O)n2[nH]c(-c3ccc(Cl)cc3)cc2n1,1.6,-10,-2,5,3,-10,99,3,-8,1
CCCN1CCC(N(C)CCc2ccc(OC)c(OC)c2)CC1,-1.3,3,-3,2,3,7,104,-4,-9,2

# For reference, 3 of the compounds above.
SMILES,MOR-DOR ag,Arrestin-AP2 inh,PKA-R2B activ,DAGLB inhibitor,HTR5A ag,MOR-DOR inv ag,Pemphigus Ab inh,V-ATPase pH,HTR5A inv ctr,PKA-R1A act
COc1ccc(CCNC(=O)CN(c2cccc([N+](=O)[O-])c2)S(C)(=O)=O)cc1,-1.4,-10,2,0,5,8,108,0,-41,12
CCOC(=O)Cc1cc(=O)n2[nH]c(-c3ccc(Cl)cc3)cc2n1,1.6,-10,-2,5,3,-10,99,3,-8,1
CCCN1CCC(N(C)CCc2ccc(OC)c(OC)c2)CC1,-1.3,3,-3,2,3,7,104,-4,-9,2

# Next section.
SMILES,MOR-DOR ag,Arrestin-AP2 inh,PKA-R2B activ,DAGLB inhibitor,HTR5A ag,MOR-DOR inv ag,Pemphigus Ab inh,V-ATPase pH,HTR5A inv ctr,PKA-R1A act
COc1ccc(C(=O)NCC(=O)NCC(=O)OCc2ccc(Br)cc2)cc1,-1.0,12,5,1,-6,5,116,-1,17,-8
Cc1cc(/C=C2/SC(=O)N(CC(=O)OC(C)C)C2=O)c(C)n1C,-0.9,10,2,-13,1,5,98,-2,-2,-1
CCC(C)NC(=O)C1c2cc(OC)c(OC)cc2C(=O)N(C)C1c1cccs1 (configuration not stated),-0.9,11,-6,0,-2,5,103,-1,-12,1
COc1ccc(C)cc1-n1c(SCC(=O)Nc2cc(C)on2)nc2sc(C)c(C)c2c1=O,-2.1,4,-1,-1,1,12,85,-2,-14,5
Cc1csc(SCC(=O)N2CCN(S(=O)(=O)c3ccc(Cl)cc3)CC2)n1,1.4,30,0,1,-1,-8,105,-2,2,2
O=C(NC(=S)NNC(=O)[C@H]1C[C@@H]1c1ccccc1)c1cccc(F)c1,1.0,22,1,2,-4,-5,102,-4,-38,-11
Cc1nnc(SCCN2C(=O)c3ccccc3C2=O)[nH]c1=O,1.3,-1,17,-1,0,-8,109,3,0,6
Cc1ccc(OCCN2CCCC2)cc1,-1.9,22,0,-3,-5,9,92,-3,17,-5
CCCNC(=S)N1CCC(C(=O)c2ccc(F)cc2)CC1,-1.6,-8,0,-1,3,8,105,-1,-12,6
CN(C)c1ccc(C(=O)c2ccc(N(C)C)c(N)c2)cc1N,-1.2,-14,-9,3,1,5,106,5,12,10
Cc1ccc(-n2c(SCC(=O)NCC3CCCO3)nc3ccccc3c2=O)cc1C (configuration not stated),-0.8,-8,-2,0,2,5,104,1,-6,-12
COc1ccc(C2C(C#N)=C(N)Oc3c2c(-c2ccccc2)nn3-c2ccccc2)c(OC)c1OC (configuration not stated),0.1,4,-10,13,-1,-1,117,4,-15,-3
COC(=O)/C=C/c1cccc([C@H]2[C@@H]3C=CC[C@@H](C)[C@@H]3C(=O)N2Cc2ccccc2)c1,2.1,-1,2,-7,2,-10,95,1,-6,-14
Cc1ccc(NC(=O)Cn2nc([N+](=O)[O-])c(Br)c2C)cc1C,2.6,23,-10,-6,-4,-16,100,0,11,-4
O=C(Cn1cnc2ccccc2c1=O)NNC(=O)c1ccccc1F,-0.1,15,-7,0,-1,1,118,-3,3,-4
Cc1cc(C(F)(F)F)nc(Nc2nc(C)c3ccccc3n2)n1,-1.5,-8,-3,-1,5,8,109,-2,-8,4
CC(C)CCNC(=O)CCCOc1ccccc1,-2.5,0,-4,1,10,11,99,2,10,5
COc1ccc(S(=O)(=O)NCC2CCCN(C(=O)c3ccccc3)C2)cc1 (configuration not stated),-2.8,-11,-5,0,0,14,99,-1,-1,-8
O=C1C(CCCNC(=S)NCc2ccccc2)NC(=S)N1Cc1ccccc1 (configuration not stated),-6.0,-11,1,-1,1,29,93,-2,-2,15
Cc1ccc(C(C)NC(=O)C2CCCC2)cc1C (configuration not stated),0.8,22,3,-2,12,-4,109,4,-28,10
O=C(CCCc1nc2ccccc2s1)NCc1ccccc1,-4.0,-4,-6,-2,3,20,85,4,9,0
CC(C)(C)NC(=O)CN(Cc1ccccc1)S(=O)(=O)c1ccccc1,-3.1,7,-8,-4,3,16,108,0,-12,-16
CC1CCN(C(=O)c2ccc(CSc3ccc(Cl)cc3)cc2)CC1,10,-2,-9,-14,2,-56,130,1,-7,-5
O=C(NCc1ccccc1)c1ccc2c(c1)C(=O)N(Cc1ccncc1)C2=O,-1.9,26,3,0,-5,10,100,-2,11,-8
O=C(Nc1cc(Cl)ccc1N1CCCCC1)c1cccs1,3.6,-10,-8,-18,-3,-20,97,2,-8,0
Cc1ccc(NC(=O)Cn2nc(C)c(S(=O)(=O)N(C)C)c2C)cc1,-0.6,17,1,1,2,3,102,-5,0,-3
CCOC(=O)C1CCN(CCC(=O)Nc2cccc(Cl)c2C)CC1,-1.4,3,-1,-1,-3,8,100,-1,8,2
Cc1cccc(CC(=O)N2CCC(n3nccc3NC(=O)C3CC3)CC2)c1,-3.9,5,-1,-1,-4,20,119,-1,10,-3
Cc1ccc(-c2cn3cccnc3n2)cc1NC(=O)c1c(-c2ccccc2Cl)noc1C,-1.9,-9,-9,-2,5,10,99,-2,6,-7
CN(C(=O)C=Cc1ccco1)c1ccccc1,-2.8,9,-15,-3,1,14,117,-1,-2,-17
Cc1ccc2c(N)c(C(=O)c3ccccc3)sc2n1,-3.3,10,7,2,0,16,x,0,11,-8
CCN(CC)S(=O)(=O)c1ccc(C(=O)Nc2c3c(nn2C(C)(C)C)CS(=O)(=O)C3)cc1,-0.3,14,-4,1,0,2,99,-1,-20,15
Clc1ccc(Cn2nnc(-c3ccc(CN4CCOCC4)cc3)n2)cc1,-1.7,24,-2,-7,-5,10,x,-1,14,3
O=C(c1ccc(N2C(=O)c3ccccc3C2=O)cc1)N1CCCCC1,-1.6,-7,-8,4,-2,9,96,1,8,-8
COc1ccc2oc(=O)c(C(=O)NCc3ccccn3)cc2c1,-2.3,0,7,0,3,13,116,0,-27,-1
N#Cc1ccccc1COC(=O)c1ccc2c(c1)OCCO2,0.8,7,2,-12,3,-4,106,-1,-7,9
Cc1cccc(NC(=O)c2ccc([N+](=O)[O-])o2)c1,7.8,6,3,0,10,-42,88,2,-27,-1
COC(=O)C1SCC2C(=O)N(Cc3ccc(F)cc3)CC(=O)N21 (configuration not stated),-0.4,5,8,0,-3,3,86,-2,6,-4
O=C(NCCc1ccccc1)c1ccc2c(c1)N(Cc1ccccc1)CCS2,0.2,31,6,-1,1,-1,96,2,-14,-6
COc1ccccc1/C=N/NC(=O)c1cccc(NC(=O)c2ccccc2Cl)c1,0.2,5,-1,-4,3,-1,101,1,-9,7
O=C(Nc1ccccc1)Nc1nnc(-c2ccccc2)s1,2.8,-18,-2,-2,1,-14,98,1,-15,5
COc1ccc(N(C(=O)Cc2cccs2)C(C(=O)NC2CCCC2)c2ccncc2)cc1OC (configuration not stated),-3.4,29,-2,-1,1,18,107,0,-3,11
Cc1[nH]c(=O)c(C#N)c(C)c1CSc1ncccn1,-2.8,17,-7,-2,-2,14,107,-1,7,2
COc1ccc(NC(=O)C2=NN(C3CCS(=O)(=O)C3)C(=O)CC2)cc1S(N)(=O)=O (configuration not stated),-1.5,11,2,-1,1,8,117,-1,-4,-3
CCOC(=O)CNc1ncc(C(F)(F)F)cc1Cl,-1.6,37,-6,0,-2,8,108,1,5,-4
COc1ccc2[nH]c(C(=O)O)c(CCNC(=O)/C=C/c3ccc(O)c(OC)c3)c2c1,-5.0,28,16,0,-3,23,107,3,10,-5
